High-throughput results deposited in PubChem BioAssay by National Center for Advancing Translational Sciences (NCATS).
rTrxR1 inhibitor: inhibitors of rat thioredoxin reductase 1; actives 1% (n = 390,000); recombinant rTrxR1, NADPH fluorescence consumption, selenite substrate; Potency, µM (titrated, usually from 114 µM), without a hit: at the highest dose activity change, negative = inhibition, actives largely listed as inhibitors; O89049; AID 588453; also: % is scaled to controls: 0 for no effect and ±100 for the full control effect; nearly all actives have a fitted effect of over 65% in size
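Rat TrxR1 (90 nM in the dispensed reagent) was pre-reduced with 400 uM NADPH for 5 min at room temperature, then incubated with compound for 15 min. After 400 uM selenite was added, NADPH fluorescence (Ex 340/Em 450 nm) was followed for 8 min.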
Vif-APOBEC3F blk: inhibitors of Vif-A3F interaction; Potency, µM (doses to about 46.1 µM), for inactives: at the top dose activity, negative = active; HeLa A3F-eYFP + Vif (tagged APOBEC3F with the HIV-1 protein that degrades it), YFP fluorescence increase; actives 0.2% (n = 390,000); also: % of control where 0% means no effect; nearly all actives have a fitted effect of over 65% in size
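Fluorescence increase (Ex 488/Em 500-530) after overnight compound treatment at 37 deg C flags inhibition of Vif-driven A3F-eYFP loss in stable HeLa A3F-eYFP/Vif cells seeded overnight beforehand.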
RGS4 inh: human RGS4 inhibition. P49798. Transcreener GDP fluorescence polarization, RGS4-accelerated GTP hydrolysis. Potency, µM (series often up to 114 µM), inactives show at the top dose activity change, negative = inhibition, most hits filed as inhibitors. actives 0.039% (n = 390,000); also: % is scaled to controls: 0 for no effect and ±100 for the full control effect; nearly all actives have a fitted effect of over 75% in size; some results filed as inactive show a strong effect at the top dose
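MLSMR compounds (23 nl, pin-transferred) preincubated 10 min at room temperature with a 500nM (2x) first reagent, then RGS4 at 900nM (2x) plus Transcreener GDP mix added; fluorescence polarization (620/688 nm) read before and after 90 min at 30 °C.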
RXFP1 ag: agonists of human relaxin receptor RXFP1. Q9HBX9. HEK293T-RXFP1 cAMP TR-FRET, 30 min; response scale: percent of porcine relaxin response, buffer zero. Potency, µM (series often up to 57.5 µM), without a hit: at the highest dose activation, hits mostly activators. actives 0.3% (n = 370,000). AID 2676; also: % is scaled to controls: 0 for no effect and ±100 for the full control effect; nearly all actives have a fitted effect of over 60% in size; many of its hits are not listed in these tables
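HEK293T cells stably expressing RXFP1 were pretreated with the PDE4 inhibitor Ro 20174, exposed to compounds for 30 min at 37C, lysed, and cAMP was read by TR-FRET. Data normalized to buffer (basal) and 29 nM porcine relaxin (100%).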
Vif-A3G inh: blocks the Vif interaction with human APOBEC3G | Q9HC16 | HeLa A3G-eYFP + Vif (tagged APOBEC3G with the HIV-1 protein that degrades it), YFP fluorescence, overnight | Potency, µM (doses to about 46.1 µM), without a hit: top-dose activity, negative = active, usual class: inhibitors | actives 0.076% (n = 410,000) | AID 602310;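 also: % is scaled to controls: 0 for no effect and ±100 for the full control effect; nearly all actives have a fitted effect of over 60% in size; hits raise eYFP signal because A3G escapes Vif-driven loss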
Target sequence (Q9HC16 whole entry, looked up): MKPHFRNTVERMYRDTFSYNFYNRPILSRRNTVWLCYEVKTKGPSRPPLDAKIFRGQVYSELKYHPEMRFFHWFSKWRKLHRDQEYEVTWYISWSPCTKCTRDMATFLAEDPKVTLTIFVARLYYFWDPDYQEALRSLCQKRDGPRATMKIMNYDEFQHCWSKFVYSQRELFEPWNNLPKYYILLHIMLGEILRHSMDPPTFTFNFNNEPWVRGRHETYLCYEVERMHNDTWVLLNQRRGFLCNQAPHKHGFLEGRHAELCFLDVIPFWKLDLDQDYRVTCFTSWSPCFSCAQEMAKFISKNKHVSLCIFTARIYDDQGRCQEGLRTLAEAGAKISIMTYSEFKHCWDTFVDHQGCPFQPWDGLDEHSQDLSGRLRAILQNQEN
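HeLa cells stably expressing Vif and C-terminally eYFP-tagged A3G, seeded overnight at 37 deg C, then exposed to compound by pintool overnight at 37 deg C. Rise in yellow fluorescence (Ex 488/Em 500-530, Acumen) marks blocked Vif-driven A3G degradation.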
TrxR1 substrate: is turned over as a substrate by rat TrxR1; purified TrxR1 substrate turnover, NADPH consumption readout; Potency, µM (top dose mostly 114 µM), without a hit: at the top dose activity change, negative = substrate turnover; actives 0.01% (n = 390,000); AID 588456; also: % is scaled to controls: 0 for no effect and ±100 for the full control effect; nearly all actives have a fitted effect of over 50% in size
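Rat TrxR1, dispensed at 90 nM, was prereduced with 400 uM NADPH (final) for 5 min at ~22 deg C, then incubated with compound 15 min before 400 uM selenite. A first-read NADPH fluorescence drop versus no-compound background flagged substrates.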
USP1 inh: blocks the human USP1/UAF1 deubiquitinase complex. recombinant USP1/UAF1, Ub-Rhodamine cleavage fluorescence. Potency, µM (top dose mostly 57.1 µM), for the others: top-dose activity change, negative = inhibition, hits mostly inhibitors. O94782. actives 0.23% (n = 390,000); also: % is scaled to controls: 0 for no effect and ±100 for the full control effect; nearly all actives have a fitted effect of over 60% in size; inactives centre near -12
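High-throughput fluorogenic screen: 1nM USP1/UAF1 complex, Ub-Rho substrate 150nM final, 50mM HEPES pH 7.8 with 0.5mM EDTA, 0.1 mg/ml BSA, 1mM TCEP and 0.01% Tween-20.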
IDH1 R132H inh: human IDH1 R132H inhibition; actives 0.093% (n = 390,000); O75874; IDH1-R132H enzyme, NADPH consumption, diaphorase/resazurin fluorescence; AID 602179; Potency, µM (top dose mostly 76.6 µM), without a hit: at the top dose activity change, negative = inhibition, actives largely listed as inhibitors; also: % is scaled to controls: 0 for no effect and ±100 for the full control effect; nearly all actives have a fitted effect of over 65% in size
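IDH1-R132H (0.5 ug/mL) preincubated 30 min with compound, then NADPH (0.016 mM) and alpha-KG (2 mM) added; 80 min at RT, pH 7.5. Remaining NADPH coupled via diaphorase/resazurin to fluorescence (540/590 nm); concentration-response curves normalized to no-enzyme control.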
ALOX12 inh: ALOX12 (human) lipoxygenase inhibition. purified 12hLO, xylenol orange hydroperoxide absorbance. P18054. actives 1.1% (n = 580,000). Potency, µM (top dose mostly 108 µM), without a hit: at the highest dose activity change, negative = inhibition, hits mostly inhibitors. AID 1671190; also: % is scaled to controls: 0 for no effect and ±100 for the full control effect
Target sequence (P18054 whole entry, looked up): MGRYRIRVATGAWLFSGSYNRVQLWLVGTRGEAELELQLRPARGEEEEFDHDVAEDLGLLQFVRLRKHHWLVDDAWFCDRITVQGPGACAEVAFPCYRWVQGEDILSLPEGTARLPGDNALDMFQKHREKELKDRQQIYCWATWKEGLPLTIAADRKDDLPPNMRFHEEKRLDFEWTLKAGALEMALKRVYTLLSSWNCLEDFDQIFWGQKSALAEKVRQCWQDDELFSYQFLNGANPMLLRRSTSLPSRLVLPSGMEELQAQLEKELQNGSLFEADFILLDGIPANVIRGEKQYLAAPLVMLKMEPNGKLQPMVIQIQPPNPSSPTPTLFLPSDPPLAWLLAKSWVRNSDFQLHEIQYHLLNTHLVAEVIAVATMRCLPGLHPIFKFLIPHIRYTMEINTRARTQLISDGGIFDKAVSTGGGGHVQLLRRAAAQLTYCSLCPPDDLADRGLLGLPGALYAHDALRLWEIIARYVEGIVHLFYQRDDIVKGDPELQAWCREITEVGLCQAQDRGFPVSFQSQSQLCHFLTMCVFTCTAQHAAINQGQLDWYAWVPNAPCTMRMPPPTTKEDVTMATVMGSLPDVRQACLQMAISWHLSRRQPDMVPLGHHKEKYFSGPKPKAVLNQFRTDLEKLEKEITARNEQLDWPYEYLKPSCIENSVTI
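Purified human 12hLO (150 nM final) in 25 mM Hepes, 0.01% Triton X-100, pH 7.0 was preincubated 15 min at room temperature with compound. Then 40 uM arachidonic acid was added, 30 min. Hydroperoxide was read by Fe-XO absorbance ratio 573/405 nm.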
Numbers without * were called inactive; i = inactive; u = inconclusive; x = not tested or not shown; & = joins results of further samples; [ ] = dose if it differs, or a comment. Calls follow the shape of the dose curve; as a rule, active = well fitted curve in the direction sought with a large enough effect; inconclusive = small, poorly fitted or top-dose-only effect, or another doubt; inactive = no such curve, though single readings can be large; an effect the other way counts as inactive or inconclusive. Potency is read from the fitted curve at half-maximal effect. This is a subset. The share of hits here may be higher or lower than overall.

1	COc1cc(-c2nc(SCC(=O)Nc3ccc(C)cc3)c(-c3ccc(F)cc3)[nH]2)cc(OC)c1OC
2	COc1cc(Cl)cc(CN2CCC(CCC(=O)NC3CC3)CC2)c1OC
3	O=C(c1ccc([N+](=O)[O-])cc1)N(c1ccccn1)c1ccccn1
4	Cc1ccccc1OCc1ccc(-c2nc(C#N)c(NCc3cccnc3)o2)o1
5	CC(=O)Nc1ccc(-c2csc(Nc3cccc(C)n3)n2)cc1
6	COc1ccc(-c2nc3c4ccccc4n(CC(=O)Nc4cc(F)ccc4F)c(=O)n3n2)cc1

compound no.	1	2	3	4	5	6
ALOX12 inh	-22%	0%	-5%	-12%	u	-25%
USP1 inh	-19%	3%	-3%	-19%	-22%	3%
IDH1 R132H inh	-13%	0%	1%	-11%	7%	-9%
rTrxR1 inhibitor	-11%	24%	14%[57.1 µM]	-9%	15%	11%[57.1 µM]
RGS4 inh	6%	18%	-5%	1%	-13%	-6%
Vif-A3G inh	0%	7%	-2%	0%	-5%	0%
Vif-APOBEC3F blk	1%	0%	-9%	-16%	-1%	3%
RXFP1 ag	-1.3%	-1.5%	-0.6%	0.0%	-0.7%	1.4%
TrxR1 substrate	-6%	-2%	-7%	7%	1%	-1%[57.1 µM]

7	CCN(CC(=O)Nc1c(F)cccc1F)C(=O)C(C)SCc1nc2sc(C)c(C)c2c(=O)[nH]1 (stereo not given)
8	O=C(C1CCCN(S(=O)(=O)c2ccccc2)C1)N1CCN(c2ccc(F)cc2)CC1 (stereo not given)
9	CCN(CC)C(=O)CSc1nnc(-c2ccccc2)c(-c2ccccc2)n1
10	CCn1c2ccccc2c2cc(CN3CCN(Cc4ccccc4F)CC3)ccc21
11	CC(=O)CSc1nc2ccc(Nc3nc(N4CCOCC4)nc(N4CCOCC4)n3)cc2s1
12	COc1ccc([N+](=O)[O-])cc1N(CC(=O)Nc1ccccc1C(=O)N1CCCC1)S(C)(=O)=O

compound no.	7	8	9	10	11	12
ALOX12 inh	25%	i	-1%	28µM*	4%	u
USP1 inh	-12%	-21%	-21%	-20%	-15%	-6%
IDH1 R132H inh	10%	-8%	5%	13%	-3%	3%
rTrxR1 inhibitor	-18%	15%	-7%	-7%	-16%	6%
RGS4 inh	-20%	8%	-3%	-26%	-13%	-9%
Vif-A3G inh	1%	2%	-5%	-2%	2%	0%
Vif-APOBEC3F blk	0%	-1%	1%	-20%	-9%	8%
RXFP1 ag	-2.0%	-3.3%	0.2%	5.4%	1.2%	0.6%
TrxR1 substrate	-9%	3%	-11%	5%	-10%	4%[57.1 µM]

13	O=C(O)Cc1ccc2c(c1)Cc1cccnc1O2
14	Cn1c(SCc2ccc(F)cc2)nc2ccc(C(=O)NCc3ccc(Cl)cc3)cc21
15	COc1ccccc1NC(=O)NCc1nc(-c2ccc(C(F)(F)F)cc2)no1
16	Cc1ccc(C)c(N(CC(=O)N/N=C/c2ccc(-c3ccc([N+](=O)[O-])cc3)o2)S(=O)(=O)c2ccccc2)c1
17	O=C(NNc1ncnc2c1cnn2-c1ccc(F)cc1)c1ccco1
18	O=C(CCCc1ccccc1)Nc1cccnc1

compound no.	13	14	15	16	17	18
ALOX12 inh	-4%	-22%	5%	1%[57.4 µM]	i	121%[activator]
USP1 inh	-16%	-21%	-1%	-15%	-29%	-13%
IDH1 R132H inh	10%	-1%	-4%	-5%	0%	1%
rTrxR1 inhibitor	x	26%	-1%[57.1 µM]	4%	25%	13%[57.1 µM]
RGS4 inh	x	21%	-18%	-8%	-6%	18%
Vif-A3G inh	7%	1%	1%	1%	-7%	1%
Vif-APOBEC3F blk	1%	6%	-5%	-22%	2%	3%
RXFP1 ag	x	-0.8%	4.1%	2.9%	-0.1%	1.6%
TrxR1 substrate	x	4%	11%[57.1 µM]	-5%[57.1 µM]	7%	3%

19	O=C1CC[C@@H]2C[C@@]3(C[C@@H]4CCN1[C@H]24)Nc1cc([N+](=O)[O-])ccc1NC3=NCc1ccccc1
20	COC(=O)[C@@]12CCCCN1[C@H](c1ccc(-c3ccc4c(c3)OCO4)c(OC)c1)[C@@H]1C(=O)N(C)C(=O)[C@@H]12
21	Cc1ccc(CNC(=O)CN(c2ccc(C(C)C)cc2)S(=O)(=O)c2c(C)noc2C)cc1
22	Brc1ccc(/C=N/Nc2ccccn2)cc1
23	CCCOc1cccc(-c2cc(C(=O)N/N=C/c3ccccn3)c3ccccc3n2)c1
24	CCCCC(=O)NC(=S)Nc1cccc(NC(=O)CC)c1

compound no.	19	20	21	22	23	24
ALOX12 inh	-4%	-29%	23%	-7%	492%[activator]	-7%
USP1 inh	-9%	-21%	-24%	-9%	-27%	-9%
IDH1 R132H inh	-4%	u	-6%	-10%	0%	7%
rTrxR1 inhibitor	4%&9%	27%[57.1 µM]	22%	23%	42%[activator]	-14%[57.1 µM]
RGS4 inh	22%	-7%	-3%	6%	3%	-24%
Vif-A3G inh	0%&-1%	4%	2%	-1%	-10%	2%
Vif-APOBEC3F blk	3%	0%	-9%	-14%	1%	0%
RXFP1 ag	x	0.4%	-0.1%	2.5%	-0.4%	0.9%
TrxR1 substrate	-11%&-7%	14%[57.1 µM]	3%	5%	7%	14%[57.1 µM]

25	Cc1nc(C)c(C(=O)N/N=C/c2cn(C)c3ccccc23)s1
26	C=CCN(c1ccc(Cl)cc1)S(=O)(=O)c1cccc(C(=O)OCC(=O)N(C)C)c1
27	CCOC(=O)C1CCN(c2ccc(Cl)nn2)CC1
28	O=c1cc(-c2ccccc2)oc2ccccc12
29	Cc1cccc(C(=O)OCC(=O)Nc2c(C)nn(-c3ccccc3)c2C)c1O
30	CCn1cc(S(=O)(=O)c2ccccc2)c(=O)c2cc(F)c(N3CCN(c4ccccc4)CC3)cc21

compound no.	25	26	27	28	29	30
ALOX12 inh	0%	i	5%	-7%	3%	-3%
USP1 inh	-16%	-20%	-20%	-20%	-11%	-21%
IDH1 R132H inh	7%	6%	-3%	-1%	10%	30%
rTrxR1 inhibitor	7%[57.1 µM]	9%	23%	6%	13%	15%
RGS4 inh	-9%[11.4 µM]	-6%	11%	-13%	12%	21%
Vif-A3G inh	u	-2%	1%	-3%	-2%	-1%
Vif-APOBEC3F blk	-22%	0%	-15%	-7%	3%	-5%
RXFP1 ag	0.0%	-1.4%	0.1%	1.9%	-2.1%	6.4%
TrxR1 substrate	-13%	-3%[57.1 µM]	9%	5%	5%	25%

31	CCOc1ccc(CCNC(=O)c2nn(C)c3c2CS(=O)(=O)c2ccccc2-3)cc1
32	Cc1ccccc1NC(=O)c1nn(C)c(C(=O)Nc2ccccc2C)c1[N+](=O)[O-]
33	CC1(NC(=O)CCNC(=O)c2ccc(C(C)(C)C)cc2)CCS(=O)(=O)C1 (stereo not given)
34	CCCCc1ccc(NC(=O)Nc2cc(C)nn2C)cc1
35	CCCC(=O)C1C(=O)CC(C)(C)C(c2cc(C)no2)C1=O (stereo not given)
36	O=C(O)/C(=C\c1ccc(-c2ccccc2[N+](=O)[O-])o1)c1ccccc1
37	CCN(CCn1cccn1)C(=O)CC1C(=O)NCCN1Cc1ccc(F)c(F)c1 (stereo not given)
38	O=C(NCCC(NS(=O)(=O)OCC(Cl)(Cl)Cl)c1ccccc1)C(F)(F)F (stereo not given)
39	CCCCc1ccc(NC(=O)CSc2nc3ccccc3nc2N2CCOCC2)cc1

compound no.	31	32	33	34	35	36	37	38	39
ALOX12 inh	0%&1%	14%	16%	x	-3%	u	u	3%	-25%
USP1 inh	-6%	0%	-20%	-19%	4%	-14%	-14%	-23%	-19%
IDH1 R132H inh	-2%	-7%	-10%	-4%	5%	-7%	1%	0%	-4%
rTrxR1 inhibitor	30%	7%	31%	0%[57.1 µM]	-1%[57.1 µM]	-18%	-42%	15%	25%
RGS4 inh	16%	32%	26%	-1%	4%	-13%	-11%	13%	18%
Vif-A3G inh	2%	2%	1%	-13%	4%	-9%	0%	-1%	3%
Vif-APOBEC3F blk	-2%	0%	3%	-5%	1%	-1%	-9%	-6%	3%
RXFP1 ag	-2.6%	0.0%	0.5%	-0.8%	-0.8%	2.0%	-2.4%	0.0%	7.4%
TrxR1 substrate	0%	-3%	1%	2%[57.1 µM]	9%[57.1 µM]	-13%	0%[57.1 µM]	4%	0%
